Assay outcomes: PubChem, National Center for Advancing Translational Sciences (NCATS)
GLP1R cytotox – qHTS of GLP-1 Receptor Inverse Agonists: Cytotox Screen. 410,000 tested, 0.13% active. AID 624418, 2012. Potency, µM (highest dose often 38.3 µM), for the others: top-dose activity change, negative = inhibition, actives largely listed as inhibitors. HEK293 cAMP-luciferase reporter cells, luminescence, 24 h;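 note: loss of luciferase light is scored as toxicity; % is set by controls: 0 for no effect and ±100 for the full control effect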
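Cells in DMEM/10% Nu serum/1% pen-strep, 1536-well format. Pre-incubated 12 h, dosed with 23 nL compound, incubated a further 24 h. Luciferase detection, 12 min at room temp, luminescence.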
PTHR1 agonist – qHTS for PTHR1 Agonists: Primary Screen. HEK293 GP2 PTHR1 cells, GloSensor cAMP luminescence, 1 h. Potency, µM (titrated, usually from 115 µM), inactives show at the highest dose activation, hits mostly activators. Parathyroid hormone/parathyroid hormone-related peptide receptor (Homo sapiens), Q03431. AID 743266, 2014. 410,000 tested, 0.075% active; note: nearly all actives have a fitted effect of over 55% in size; some results filed as inactive show a strong effect at the top dose; inactives centre near -15; many of its hits are not listed in these tables
Target sequence (Q03431 whole entry, looked up): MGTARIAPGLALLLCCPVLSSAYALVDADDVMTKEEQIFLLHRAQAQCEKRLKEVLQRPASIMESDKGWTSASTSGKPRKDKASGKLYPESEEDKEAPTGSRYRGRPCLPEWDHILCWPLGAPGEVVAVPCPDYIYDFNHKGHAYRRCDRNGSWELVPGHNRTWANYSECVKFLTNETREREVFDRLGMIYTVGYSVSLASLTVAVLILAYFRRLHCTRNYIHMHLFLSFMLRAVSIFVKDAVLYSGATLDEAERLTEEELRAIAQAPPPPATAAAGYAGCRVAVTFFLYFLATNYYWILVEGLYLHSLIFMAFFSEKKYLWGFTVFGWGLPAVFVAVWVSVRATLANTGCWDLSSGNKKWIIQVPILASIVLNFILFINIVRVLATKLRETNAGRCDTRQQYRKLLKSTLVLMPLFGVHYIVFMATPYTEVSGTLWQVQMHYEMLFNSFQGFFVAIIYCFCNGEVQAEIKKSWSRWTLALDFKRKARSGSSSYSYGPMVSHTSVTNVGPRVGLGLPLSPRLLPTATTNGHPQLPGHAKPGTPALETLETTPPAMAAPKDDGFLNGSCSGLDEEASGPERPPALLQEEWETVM
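HEK-293-derived GP2 cells expressing PTHR1 and a GloSensor cAMP reporter, 3,000/well, plated overnight, given luciferin plus IBMX (each 0.5 mM as added) for 1 h at 37 °C, then compound for 1 h at 37 °C. Luminescence was read after 15 min at room temperature.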
GLP-1R agonist – qHTS of GLP-1 Receptor Agonists. Glucagon-like peptide 1 receptor (Homo sapiens), P43220. HEK293 GLP-1R CRE-luciferase, luminescence, 4-6 h; cells express a hypersensitive GLP-1R form. Potency, µM (top dose mostly 45.6 µM), for the others: at the top dose activation, usual class: activators. 380,000 tested, 0.007% active. AID 624172, 2012; note: % of control where 0% means no effect
GLP1R inv ag – qHTS of GLP-1 Receptor Inverse Agonists (Inhibition Mode). HEK293 GLP-1R CRE-luciferase, luminescence, 24 h; GLP-1R form is constitutively active. Potency, µM (doses to about 38.3 µM), inactives show top-dose activity change, negative = inhibition, usual class: inhibitors. 410,000 tested, 1.6% active. Glucagon-like peptide 1 receptor (Homo sapiens), P43220; note: % is set by controls: 0 for no effect and ±100 for the full control effect; nearly all actives have a fitted effect of over 55% in size
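Stable HEK293 clone (constitutively active GLP-1R + cAMP-response luciferase); 200 cells/uL plated, 12 h pre-culture, compound 24 hr, 37 deg C/5% CO2; detection reagent 12 min RT; luminescence.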
Active calls of the source: *; i = inactive; ? = inconclusive; . = not tested or not shown; [ ] = dose if it differs, or a comment. Calls come from the whole dose curve; as a rule, active = well fitted curve in the direction sought with a large enough effect; inconclusive = small, poorly fitted or top-dose-only effect, or another doubt; inactive = no such curve, though single readings can be large; an effect the other way counts as inactive or inconclusive. Potency is the fitted concentration of half-maximal effect. These rows are one share of the data (hit frequency here may not be typical).

SMILES	GLP1R cytotox	PTHR1 agonist	GLP-1R agonist	GLP1R inv ag
Cc1c(C(=O)NCCO)[n+](=O)c2ccccc2n1[O-]	.	.	-7%	.
Cc1cc(NS(=O)(=O)c2ccc(N)cc2)nc(C)n1	.	.	-5%	.
COCCCOc1cc(C[C@@H](C[C@H](N)[C@@H](O)C[C@H](C(=O)NCC(C)(C)C(N)=O)C(C)C)C(C)C)ccc1OC	.	.	-1%	.
Cc1ccc(S(=O)(=O)NC(=O)NC2CCCCCCC2)cc1	.	.	-1%	.
COc1cc(NS(=O)(=O)c2ccc(N)cc2)nc(C)n1	.	.	1%	.
COc1cc(C(=O)OC(COCCC(C)C)CN2CCOCC2)cc(OC)c1OC (stereo not given)	.	.	-1%	.
C=CC1=C(C(=O)O)N2C(=O)[C@@H](NC(=O)C(N=O)c3csc(N)n3)[C@H]2SC1 (stereo not given in full)	.	.	-3%	.
CCC[C@H](N[C@@H](C)C(=O)N1[C@@H]2CCCC[C@H]2C[C@H]1C(=O)O)C(=O)OCC	.	.	-4%	.
CN(C)CCOC(=O)[C@@H](c1ccccc1)C1(O)CCCC1	.	.	-3%	.
Nc1nnnn1-c1ccccc1	.	.	2%	.
Cn1c(=O)c2[nH]c(Br)nc2n(C)c1=O	.	.	-1%	.
CN(C(=O)CCCOc1ccc2[nH]c(=O)ccc2c1)C1CCCCC1	.	.	-2%	.

A second format for some results above:
Structure | GLP1R cytotox | PTHR1 agonist | GLP-1R agonist | GLP1R inv ag
C=CC1=C(C(=O)O)N2C(=O)[C@@H](NC(=O)C(N=O)c3csc(N)n3)[C@H]2SC1 (stereo not given in full) | . | . | -3% | .
CCC[C@H](N[C@@H](C)C(=O)N1[C@@H]2CCCC[C@H]2C[C@H]1C(=O)O)C(=O)OCC | . | . | -4% | .

Remaining list, next part:
SMILES	GLP1R cytotox	PTHR1 agonist	GLP-1R agonist	GLP1R inv ag
CCCCCCCCCCCCCCC[C@H](O)[C@H](N)CO	.	.	-1%	.
CCN(CC)CCn1c(=O)c(Cc2ccc(OC)cc2)nc2ccccc21	.	.	3%	.
Cc1cc(CC(C)CC(C)(C)C)n(O)c(=O)c1 (stereo not given)	.	.	0%	.
CCC(=O)O	.	.	-1%	.
O=C(CS(=O)Cc1ccco1)NCC=CCOc1cc(CN2CCCCC2)ccn1 (stereo not given)	.	.	-1%	.
O=C(O)c1ccc[n+]([O-])c1	.	.	-2%	.
Cc1oc(=O)oc1CN1CCN(c2cc3c(cc2F)c(=O)c(C(=O)O)c2n3C(C)S2)CC1 (stereo not given)	.	.	-2%	.
Cc1nc(-c2ccc(Cl)cc2)oc1COC(C)(C)C(=O)O	.	.	0%	.
Cc1ccc(C(=O)[C@H](C)CN2CCCCC2)cc1	.	.	-6%	.
CCOC(=O)C(CCc1ccccc1)NC(C)C(=O)N1Cc2ccccc2CC1C(=O)O (stereo not given)	.	.	-6%	.
CCC(C)[C@@H](N)C(=O)O (stereo not given in full)	.	.	-4%	.
COc1ccc(S(=O)(=O)N2c3ccc(Cl)cc3[C@](O)(c3ccccc3Cl)[C@@H]2C(=O)N2CCC[C@H]2C(N)=O)cc1OC	.	.	14%	.

An excerpt of these results, with values under each structure:
Order of results – GLP1R cytotox, PTHR1 agonist, GLP-1R agonist, GLP1R inv ag
> CCCCCCCCCCCCCCC[C@H](O)[C@H](N)CO
  ., ., -1%, .
> CCN(CC)CCn1c(=O)c(Cc2ccc(OC)cc2)nc2ccccc21
  ., ., 3%, .

Retrieved by compound from the list above:
SMILES	GLP1R cytotox	PTHR1 agonist	GLP-1R agonist	GLP1R inv ag
CCOC(=O)C(CCc1ccccc1)NC(C)C(=O)N1Cc2ccccc2CC1C(=O)O (stereo not given)	.	.	-6%	.
COc1ccc(S(=O)(=O)N2c3ccc(Cl)cc3[C@](O)(c3ccccc3Cl)[C@@H]2C(=O)N2CCC[C@H]2C(N)=O)cc1OC	.	.	14%	.
CCC(=O)O	.	.	-1%	.
CCN(CC)CCn1c(=O)c(Cc2ccc(OC)cc2)nc2ccccc21	.	.	3%	.

Carrying on:
SMILES	GLP1R cytotox	PTHR1 agonist	GLP-1R agonist	GLP1R inv ag
CCCN[C@@H](C)C(=O)Nc1c(C)csc1C(=O)OC	.	.	-2%[19.8 µM]	.
Cn1c(O)c(N=NC(N)=S)c2ccccc21	.	.	18%	.
Cc1c(I)c(=O)n(-c2ccccc2)n1C	.	.	-6%	.
CC(O)CN(C)C (stereo not given)	.	.	-3%	.
O=C(O)CNC(=O)c1ccccc1I	.	.	4%	.
C/C=C\C(=O)N(CC)c1ccccc1C	.	.	12%[19.8 µM]	.
C=CC1=C(C(=O)O)N2C(=O)C(NC(=O)/C(=N\O)c3csc(N)n3)C2SC1 (stereo not given)	.	.	-5%	.
CC[C@H](Cc1c(I)cc(I)c(N)c1I)C(=O)O	.	.	2%[19.8 µM]	.
CCC1Nc2cc(Cl)c(S(N)(=O)=O)cc2S(=O)(=O)N1 (stereo not given)	.	.	-1%	.
CCOC(=O)c1ccc(OCCN2C[C@H](O)[C@@H](O)[C@H](O)[C@H]2CO)cc1	.	.	-4%	.
CN1C2CCC1CC(NC(=O)n1c(=O)[nH]c3ccccc31)C2 (stereo not given)	.	.	4%	.
CC1(C)O[C@@H]2C[C@@H]3[C@H]4C[C@@H](F)C5=CC(=O)C=C[C@]5(C)[C@@]4(F)[C@@H](O)C[C@]3(C)[C@]2(C(=O)CO)O1	.	.	-1%	.

The last 3 entries of the section before are carried over, then new ones follow:
SMILES	GLP1R cytotox	PTHR1 agonist	GLP-1R agonist	GLP1R inv ag
CCOC(=O)c1ccc(OCCN2C[C@H](O)[C@@H](O)[C@H](O)[C@H]2CO)cc1	.	.	-4%	.
CN1C2CCC1CC(NC(=O)n1c(=O)[nH]c3ccccc31)C2 (stereo not given)	.	.	4%	.
CC1(C)O[C@@H]2C[C@@H]3[C@H]4C[C@@H](F)C5=CC(=O)C=C[C@]5(C)[C@@]4(F)[C@@H](O)C[C@]3(C)[C@]2(C(=O)CO)O1	.	.	-1%	.
O=c1[nH]c2cc(C(F)(F)F)c(N3CCOCC3)cc2n(CP(=O)(O)O)c1=O	.	.	-2%	.
O=C(NCc1ccco1)c1ccc2c(c1)N(Cc1cccc(Cl)c1)C(=O)c1ccccc1S2=O (stereo not given)	-6%	-21%	.	1%
O=C(CC1N=C2c3ccccc3N=C(SCc3ccc(F)cc3)N2C1=O)NC1CCCCC1 (stereo not given)	-3%	-70%[inhibitor]	.	1%
COc1ccc(CCNc2nc(SCc3ccccc3Cl)nc3ccccc23)cc1OC	2%	i	.	6%
COc1cc(C(c2c(C)[nH][nH]c2=O)c2c(C)[nH][nH]c2=O)ccc1OC(=O)c1ccccc1F	0%	i	.	4%
CCN1CCN(CCCNC(=O)c2cc3c(s2)-c2c(C)cccc2OC3)CC1	9%	-21%	.	?
COc1ccc(CC(=O)NCC(c2cccs2)S(=O)(=O)c2ccc(Cl)cc2)cc1 (stereo not given)	3%	-25%	.	-9%
CCOCCCNC(=O)C(=O)Nc1c2c(nn1-c1ccc(OC)cc1)CSC2	-1%	i	.	18%
CCCNC(=O)C1CCC(Cn2c(=O)c3sccc3n(CC(=O)NCc3ccccc3)c2=O)CC1 (stereo not given)	5%	4%	.	9%
Cc1ccc(C)c(NC(=O)Cn2cc(C(=O)c3ccco3)c3ccccc32)c1	-10%	-9%	.	-19%
CCOC(=O)N1CCc2c(sc3c2c(=O)n(Cc2ccccc2)c(=O)n3CC(=O)Nc2ccc(F)cc2)C1	5%	-13%	.	6%
COc1ccc(-n2ccn(CC(=O)Nc3ccc(C)c(C)c3)c(=O)c2=O)cc1OC	1%	i	.	6%
CCc1nnc(NC(=O)CSc2nc3c([nH]c4ccccc43)c(=O)n2-c2ccc(OC)cc2)s1	-3%	-11%	.	8%
COc1ccc(CNC(=O)C2CCCN(c3nnc(C)c4c(C)n(-c5ccc(C)cc5)nc34)C2)cc1 (stereo not given)	1%	i	.	4%
